Salmonella PhoP GFP: PhoP-dependent GFP reporter repression – Salmonella Typhimurium, primary screen (AID 1863); actives 0.16% (n = 300,000); S. Typhimurium PhoP-regulated promoter GFP reporter, 4 h; higher % means a stronger effect; one-dose inhibition, % at 50 µM; IC50 in µM for titrated hits;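 active = inhibition over 29.93%, a cutoff 3 SD above the screen mean, later confirmed by dose response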;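 also: 0% = low Mg2+ inducing control and 100% = high Mg2+ repressing control; strong numbers were not always called active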
Rac1 GTP hydrolysis: MgcRacGAP GTPase-activating activity inhibitors, confirmation, biochemical, ADP Hunter fluorescence | AID 624330 | MgcRacGAP-stimulated Rac1 GTP hydrolysis, ADP Hunter fluorescence; higher % means a stronger effect; GST-tagged Rac1 F28L mutant substrate | actives 0.6% (n = 340,000) | inhibition, % at 30 µM, or IC50 in µM where a hit was titrated;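 active = first-screen hits whose inhibition reached a set limit at any dose in the follow-up dose series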;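 also: fluorescence reports GDP produced by GAP-driven GTP hydrolysis; strong numbers were not always called active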
NS5 inhibitors: flavivirus cap methylation enzyme inhibition – biochemical, confirmation dose response, primary screen (AID 588689); actives 0.3% (n = 340,000); inhibition, % at 25 µM; hits with a dose series show IC50 in µM; Dengue-2 NS5 methyltransferase capping enzyme assay, biochemical; higher % means a stronger effect; in the data active = a potency from the dose series
T cell modulator: T cell immune modulation candidate | calls only at 7 µM | 2C CD8+ T cell-vesicle binding, flow cytometry; active compounds read low | actives 0.068% (n = 330,000);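 active = response, share of CD8 T cells binding vesicles, and their 90th percentile fluorescence all below set limits, cut at about 80% in these data, passing the limit was not always enough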
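Material: 2C TCR transgenic mouse naive CD8+ T cells, MACS-purified. Also added: QL9-charged Drosophila Ld/ICAM-1/B7-1 vesicles. Timing: binding 1.5 h at 37 °C. Measured by: high-throughput flow cytometry with anti-B7-1 and anti-CD8 staining. Read-out: percent CD8+ FL2 mean versus row control. Controls: Unloaded micro-vesicles (low), QL9 vesicles with 0.7% DMSO (high).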
RSV antiviral HEp-2: inhibition of RSV-induced cytopathic effect – HEp-2 cells, primary 10 µM value included (AID 2391). HEp-2 cells, RSV-induced CPE inhibition; higher % means a stronger effect. CPE inhibition, % at 10 µM, or IC50 in µM where a hit was titrated. actives 0.13% (n = 310,000); in the data active = a potency from the dose series; also: strong numbers were not always called active
West Nile antiviral: inhibition of WNV-induced cytopathic effect – cell-based, CPE readout (AID 1621); actives 0.02% (n = 290,000); CPE inhibition, % at 10 µM, or IC50 in µM where a hit was titrated; West Nile virus-infected cells, CPE inhibition; higher % means a stronger effect; in the data active = a potency from the dose series; also: strong numbers were not always called active
NTR1 agonist: agonists of NTR1, primary screen, imaging, U2OS cells, beta-arrestin-GFP, high content (AID 493036); P30989; NTR1-U2OS beta-arrestin-GFP spot imaging, agonist mode; activation, % at 20 µM; actives 0.17% (n = 330,000);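 active = activation at or above 40% of the spot to cytoplasm intensity ratio, with at least 20 cells analyzed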;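 also: 0% = DMSO without peptide and 100% = 100 nM NTR1 peptide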
Target sequence (P30989 whole entry, looked up): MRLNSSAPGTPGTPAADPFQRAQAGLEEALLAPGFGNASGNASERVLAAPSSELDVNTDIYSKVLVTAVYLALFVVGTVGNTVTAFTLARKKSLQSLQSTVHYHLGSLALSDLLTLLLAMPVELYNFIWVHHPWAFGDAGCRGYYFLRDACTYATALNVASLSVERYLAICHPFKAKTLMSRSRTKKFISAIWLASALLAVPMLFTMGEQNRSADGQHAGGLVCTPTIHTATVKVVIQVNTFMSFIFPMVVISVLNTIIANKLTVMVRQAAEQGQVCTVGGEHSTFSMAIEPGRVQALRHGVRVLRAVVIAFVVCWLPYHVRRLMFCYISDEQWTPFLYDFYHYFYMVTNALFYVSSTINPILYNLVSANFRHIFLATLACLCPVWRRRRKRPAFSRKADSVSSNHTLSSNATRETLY
K1F lysis inhibition: inhibition of K1F phage lysis, E. coli UTI89, bacterial capsule biogenesis inhibitors, alamar blue (AID 488966) | inhibition, % at 100 µM, or IC50 in µM where a hit was titrated | E. coli UTI89 K1F phage lysis, alamar blue, 2 h; higher % means a stronger effect | actives 0.02% (n = 340,000);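 active = phage lysis inhibition, versus mean bacterial control, above a set limit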;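 also: capsule biogenesis inhibitors block K1F phage lysis so surviving cells raise fluorescence; higher fluorescence means more inhibition of phage lysis; actives were called in the ten point dose series up to 300 µM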
SV40 large T antigen: TAg ATPase/helicase activity blockers – biochemical (AID 1903); SV40 large T antigen ATPase/helicase inhibition assay; higher % means a stronger effect; inhibition, % at 20 µM; hits with a dose series show IC50 in µM; actives 0.39% (n = 310,000); in the data active = a potency from the dose series; also: strong numbers were not always called active
T cell modulator vesicle-bound %: second read-out of T cell modulator, no call of its own (marks repeat the call); double positive events, %; measured here: CD8+ vesicle-bound cell fraction;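 binding gate set so that unloaded-vesicle control wells show 10% double positive cells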
NTR1 agonist cell count 20 µM: also measured in NTR1 agonist; calls as there; cell count; measured here: cell count, cytotoxicity flag
NS5 inhibitors pilot replicate: also measured in NS5 inhibitors; calls as there; inhibition, %; measured here: pilot screen replicate inhibition
* hit, by the source's call; [ ] = remark or other dose.

Screening CCN(C[C@H]1N[C@@](CC)(C(=O)OC)[C@H]2C(=O)N(Cc3ccccc3)C(=O)[C@@H]12)S(=O)(=O)c1ccc(C(F)(F)F)cc1 returned Rac1 GTP hydrolysis 2%, NS5 inhibitors -6%, T cell modulator inactive, NTR1 agonist 1.0, K1F lysis inhibition 0.7%, T cell modulator vesicle-bound % 4, NTR1 agonist cell count 20 µM 50 and NS5 inhibitors pilot replicate -0.9.
Screening N/C(=N\OC(=O)Cc1cccs1)c1ccccc1 returned Salmonella PhoP GFP -6%, Rac1 GTP hydrolysis 7%, NS5 inhibitors -3%, T cell modulator inactive, RSV antiviral HEp-2 0.7%, West Nile antiviral -1.3%, NTR1 agonist 0.0, K1F lysis inhibition 0.4%, SV40 large T antigen 1%, T cell modulator vesicle-bound % 52 and NTR1 agonist cell count 20 µM 77.
For N#Cc1ccc(C(=O)OCC(=O)N2CCOCC2)cc1 the results were Salmonella PhoP GFP 6%, Rac1 GTP hydrolysis 9%, NS5 inhibitors -9%, T cell modulator inactive, RSV antiviral HEp-2 -0.1%, West Nile antiviral 0.2%, NTR1 agonist 1.8, K1F lysis inhibition 0.2%, SV40 large T antigen -3%, T cell modulator vesicle-bound % 16 and NTR1 agonist cell count 20 µM 55.
`CC(=O)OCC1=C(C(=O)O)N2C(=O)C(NC(=O)CCn3nc(C)c(Cl)c3C)C2SC1` (stereo not given) gave Salmonella PhoP GFP -2%, Rac1 GTP hydrolysis 7%, NS5 inhibitors 1%, T cell modulator inactive, RSV antiviral HEp-2 2.9%, West Nile antiviral 0.1%, NTR1 agonist 1.0, K1F lysis inhibition -0.2%, SV40 large T antigen 10%, T cell modulator vesicle-bound % 11 and NTR1 agonist cell count 20 µM 41.
Screening CO/N=C(/COc1ccc(F)cc1)c1ccc(OC)cc1 returned Salmonella PhoP GFP 18%, NS5 inhibitors 1%, T cell modulator inactive, RSV antiviral HEp-2 1.6%, West Nile antiviral 0.1%, NTR1 agonist 0.3, K1F lysis inhibition -0.1%, SV40 large T antigen 2%, T cell modulator vesicle-bound % 58 and NTR1 agonist cell count 20 µM 118.
For Cc1ccc(Cl)cc1N1CCN(C(=O)c2ccc3nc[nH]c3c2)CC1 the results were Salmonella PhoP GFP 10%, Rac1 GTP hydrolysis 0%, NS5 inhibitors -1%, T cell modulator inactive, RSV antiviral HEp-2 19%, West Nile antiviral -0.6%, NTR1 agonist 3.9, K1F lysis inhibition -0.8%, SV40 large T antigen 27%, T cell modulator vesicle-bound % 39 and NTR1 agonist cell count 20 µM 42.
For COc1ccccc1NC(=O)COc1ccc2ccccc2c1 the results were Salmonella PhoP GFP -2%, Rac1 GTP hydrolysis 9%, NS5 inhibitors -3%, T cell modulator inactive, RSV antiviral HEp-2 4.1%, West Nile antiviral -0.7%, NTR1 agonist 4.0, K1F lysis inhibition 0.8%[50 µM], SV40 large T antigen 9%, T cell modulator vesicle-bound % 21 and NTR1 agonist cell count 20 µM 71.
`Cc1nnc(SCc2nnc(-c3cccs3)o2)s1` gave Salmonella PhoP GFP -2%, Rac1 GTP hydrolysis 10%, NS5 inhibitors 1%, T cell modulator inactive, RSV antiviral HEp-2 1.3%, West Nile antiviral -0.3%, NTR1 agonist -2.3, K1F lysis inhibition 0.5%, SV40 large T antigen -1%, T cell modulator vesicle-bound % 28 and NTR1 agonist cell count 20 µM 54.
Cc1cc2cc(C)c(NCCNC(=O)c3ccccc3F)nc2cc1C was read as Salmonella PhoP GFP -4%, Rac1 GTP hydrolysis 4%, NS5 inhibitors 1%, T cell modulator inactive, RSV antiviral HEp-2 26%, West Nile antiviral -1.3%, NTR1 agonist 5.7, K1F lysis inhibition 0.3%, SV40 large T antigen 14%, T cell modulator vesicle-bound % 41 and NTR1 agonist cell count 20 µM 84.
Screening COc1ccccc1NC(=O)c1nn(-c2ccc(F)c(F)c2)ccc1=O returned Salmonella PhoP GFP 12%, Rac1 GTP hydrolysis 9%, T cell modulator inactive, RSV antiviral HEp-2 2.6%, West Nile antiviral 0.0%, NTR1 agonist 0.3, K1F lysis inhibition -0.4%, SV40 large T antigen 13%, T cell modulator vesicle-bound % 36 and NTR1 agonist cell count 20 µM 63.
For CCN(CC)S(=O)(=O)c1ccc(Cl)c(NC(=O)c2cc(Cl)cc(Cl)c2)c1 the results were Salmonella PhoP GFP -11%, Rac1 GTP hydrolysis 5%, NS5 inhibitors -4%, T cell modulator inactive, RSV antiviral HEp-2 2.6%, West Nile antiviral 1.9%, NTR1 agonist 2.7, K1F lysis inhibition 2.8%[50 µM], SV40 large T antigen 25%, T cell modulator vesicle-bound % 58 and NTR1 agonist cell count 20 µM 69.
O=S(=O)(NCCc1ccccc1)c1ccc(F)cc1 was read as Salmonella PhoP GFP -2%, Rac1 GTP hydrolysis 10%, NS5 inhibitors -2%, T cell modulator inactive, RSV antiviral HEp-2 0.8%, West Nile antiviral -0.5%, NTR1 agonist -0.5, K1F lysis inhibition 0.5%, SV40 large T antigen 6%, T cell modulator vesicle-bound % 48 and NTR1 agonist cell count 20 µM 58.
Screening CCc1ccc(CCC(=O)Nc2sc(C)c(C)c2C(=O)OC)o1 returned Salmonella PhoP GFP 16%, Rac1 GTP hydrolysis 6%, NS5 inhibitors 4%, T cell modulator inactive, RSV antiviral HEp-2 -0.1%, West Nile antiviral -0.3%, NTR1 agonist 6.2, K1F lysis inhibition 5.3%, SV40 large T antigen 7%, T cell modulator vesicle-bound % 13 and NTR1 agonist cell count 20 µM 71.
For Cc1ccc(C(=O)n2nc(-c3ccccc3)nc2NCc2ccco2)cc1 the results were Salmonella PhoP GFP 8%, Rac1 GTP hydrolysis 6%, NS5 inhibitors -1%, RSV antiviral HEp-2 0.8%, West Nile antiviral -0.2%, NTR1 agonist 7.0, K1F lysis inhibition 4.5%, SV40 large T antigen 6% and NTR1 agonist cell count 20 µM 59.
For Cc1c(NS(=O)(=O)c2cccc(C(=O)Nc3ccccc3)c2)c(=O)n(-c2ccccc2)n1C the results were Rac1 GTP hydrolysis 0%, NS5 inhibitors 8%, T cell modulator inactive, RSV antiviral HEp-2 -0.5%, NTR1 agonist -0.8, K1F lysis inhibition 0.3%[50 µM], T cell modulator vesicle-bound % 26 and NTR1 agonist cell count 20 µM 58.
Screening CC(C)(C)C(=O)/C(C#N)=C/c1ccc(O)cc1 returned Salmonella PhoP GFP 0%, T cell modulator inactive, RSV antiviral HEp-2 -0.6%, West Nile antiviral 0.4%, NTR1 agonist 0.2, SV40 large T antigen 6%, T cell modulator vesicle-bound % 38 and NTR1 agonist cell count 20 µM 30.
For CCCn1c(N)c(C(=O)CN(C)CC(=O)Nc2c(C)cc(C)cc2C)c(=O)[nH]c1=O the results were Rac1 GTP hydrolysis -4%, NS5 inhibitors 4%, NTR1 agonist 0.2, K1F lysis inhibition 1.9%[50 µM] and NTR1 agonist cell count 20 µM 60.
Screening O=C1C=C(NCC2CCCO2)CC(c2ccccc2)C1 (stereo not given) returned Salmonella PhoP GFP 2%, Rac1 GTP hydrolysis 11%, NS5 inhibitors 4%, West Nile antiviral 0.3%, K1F lysis inhibition 0.4% and SV40 large T antigen 6%.
`CCOc1ccc2[nH]c3c(=O)n(CCc4ccc(OC)cc4)cnc3c2c1` gave Salmonella PhoP GFP -6%, Rac1 GTP hydrolysis 9%, NS5 inhibitors -13%, T cell modulator inactive, RSV antiviral HEp-2 -0.7%, West Nile antiviral 0.3%, NTR1 agonist 0.0, K1F lysis inhibition 0.2%, SV40 large T antigen 13%, T cell modulator vesicle-bound % 56 and NTR1 agonist cell count 20 µM 58.
`CC(C)COP(=O)(c1ccc(N(C)C)cc1)C(O)c1ccncc1` (stereo not given) gave Salmonella PhoP GFP 0%, Rac1 GTP hydrolysis 3%, NS5 inhibitors 4%, T cell modulator inactive, RSV antiviral HEp-2 1.0%, West Nile antiviral 0.0%, NTR1 agonist -0.7, K1F lysis inhibition 0.0%, SV40 large T antigen 14%, T cell modulator vesicle-bound % 43 and NTR1 agonist cell count 20 µM 79.

Brought forward from above: 2 entries, then new ones.
`CCOc1ccc2[nH]c3c(=O)n(CCc4ccc(OC)cc4)cnc3c2c1` gave Salmonella PhoP GFP -6%, Rac1 GTP hydrolysis 9%, NS5 inhibitors -13%, T cell modulator inactive, RSV antiviral HEp-2 -0.7%, West Nile antiviral 0.3%, NTR1 agonist 0.0, K1F lysis inhibition 0.2%, SV40 large T antigen 13%, T cell modulator vesicle-bound % 56 and NTR1 agonist cell count 20 µM 58.
`CC(C)COP(=O)(c1ccc(N(C)C)cc1)C(O)c1ccncc1` (stereo not given) gave Salmonella PhoP GFP 0%, Rac1 GTP hydrolysis 3%, NS5 inhibitors 4%, T cell modulator inactive, RSV antiviral HEp-2 1.0%, West Nile antiviral 0.0%, NTR1 agonist -0.7, K1F lysis inhibition 0.0%, SV40 large T antigen 14%, T cell modulator vesicle-bound % 43 and NTR1 agonist cell count 20 µM 79.
`C=CCn1c(=O)c2c3c(sc2n2c(Nc4ccc(C(=O)OCC)cc4)nnc12)CCCC3` gave Salmonella PhoP GFP -12%, Rac1 GTP hydrolysis 5%, NS5 inhibitors -12%, T cell modulator inactive, RSV antiviral HEp-2 1.2%, West Nile antiviral -0.6%, NTR1 agonist 4.8, K1F lysis inhibition 0.0%, SV40 large T antigen 13%, T cell modulator vesicle-bound % 28, NTR1 agonist cell count 20 µM 62 and NS5 inhibitors pilot replicate -6.1.
Screening COC(=O)c1sccc1NC(=O)Nc1ccc(Cl)c(Cl)c1 returned Salmonella PhoP GFP -1%, Rac1 GTP hydrolysis 13%, NS5 inhibitors 6%, T cell modulator inactive, RSV antiviral HEp-2 2.9%, West Nile antiviral 0.0%, NTR1 agonist -1.2, K1F lysis inhibition 0.2%, SV40 large T antigen 0%, T cell modulator vesicle-bound % 21 and NTR1 agonist cell count 20 µM 37.
C=CCNC(=O)c1onc(CSc2cccc(Cl)c2)c1C(=O)O was read as Salmonella PhoP GFP -7%, Rac1 GTP hydrolysis 12%, NS5 inhibitors -4%, RSV antiviral HEp-2 0.2%, West Nile antiviral -0.2%, NTR1 agonist -4.3, K1F lysis inhibition 1.2%, SV40 large T antigen 10% and NTR1 agonist cell count 20 µM 88.
Screening CCOC(=O)CNC(=O)CSc1ncnc2c1cnn2-c1ccccc1 returned Salmonella PhoP GFP -6%, Rac1 GTP hydrolysis 10%, NS5 inhibitors -2%, T cell modulator inactive, RSV antiviral HEp-2 1.3%, NTR1 agonist 0.4, K1F lysis inhibition -0.4%, SV40 large T antigen 14%, T cell modulator vesicle-bound % 54 and NTR1 agonist cell count 20 µM 40.
For Oc1ccc(/C=N/n2c(-c3ccccc3)n[nH]c2=S)cc1 the results were Salmonella PhoP GFP -5%, Rac1 GTP hydrolysis 21%, NS5 inhibitors -20%, T cell modulator inactive, RSV antiviral HEp-2 1.0%, West Nile antiviral 2.0%, NTR1 agonist 2.4, K1F lysis inhibition 0.3%, SV40 large T antigen 19%, T cell modulator vesicle-bound % 55 and NTR1 agonist cell count 20 µM 70.
